NPY1 pot ag = human NPY-Y1 potentiation or agonism, primary screen; NPY-Y1 expressing cells, potentiator/agonist activation; activation, % at 3.6 µM; 0.37% of 220,000 active; AID 1304; in the data active means activation above about 33%, passing the limit was not always enough;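 further: cells stimulated with NPY at EC10 then isoproterenol at EC100; 0% = low agonist plus stimulus and 100% = saturating agonist plus stimulus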
p47phox inh = blocks human p47phox regulatory protein of NADPH oxidases. P14598. 0.53% of 220,000 active. inhibition, % at 24.7 µM. p47phox/p22phox peptide binding, fluorescence polarization, 2 h. AID 1274;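 active means inhibition above about 30%, limit read from the data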;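 further: 0% = p47phox with labelled peptide and 100% = labelled peptide alone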
Ba/F3 V617F tox = reduce viability of Ba/F3 cells dependent on JAK2V617F; 1.1% of 220,000 active; inhibition, % at 5.6 µM; AID 1446; Ba/F3 EpoR-JAK2V617F viability, ATP luminescence;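 active means inhibition above the campaign mean plus 3 SD over all tested compounds, cut at about 24% in these data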;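 further: cytokine-independent growth of Ba/F3 cells driven by EpoR plus mutant JAK2; 0% = DMSO-treated cells and 100% = JAK inhibitor I control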
S1P4 ag = agonists of human S1P4 receptor. activation, % at 4.98 µM. S1P4-expressing cell line, agonist reporter assay. 0.35% of 220,000 active. O95977. AID 1509; in the data active means activation above about 11%;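 further: 0% = DMSO vehicle and 100% = reference agonist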
Target sequence (O95977 whole entry, looked up): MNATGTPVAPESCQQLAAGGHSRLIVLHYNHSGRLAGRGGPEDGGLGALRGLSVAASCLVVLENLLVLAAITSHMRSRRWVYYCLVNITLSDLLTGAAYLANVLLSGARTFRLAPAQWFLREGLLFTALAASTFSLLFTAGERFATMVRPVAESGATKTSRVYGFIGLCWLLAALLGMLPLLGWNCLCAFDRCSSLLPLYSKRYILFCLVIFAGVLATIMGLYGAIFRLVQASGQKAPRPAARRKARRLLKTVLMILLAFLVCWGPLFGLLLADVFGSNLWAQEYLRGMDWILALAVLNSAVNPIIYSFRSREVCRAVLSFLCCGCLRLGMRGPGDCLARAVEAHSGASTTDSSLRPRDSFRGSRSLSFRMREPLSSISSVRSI
BaF3 tox = parental Ba/F3 viability inhibition as JAK2V617F counter-screen; 1.1% of 220,000 active; CellTiter-Glo ATP luminescence; inhibition, % at 5.6 µM;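 active means inhibition above a per-campaign cutoff, the mean inhibition of all tested compounds plus 3 SD, cut at about 27% in these data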;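 further: 0% = DMSO wells and 100% = JAK Inhibitor I control wells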
S1P4 antag = human S1P4 receptor antagonism. S1P4-expressing cells, antagonist mode, reporter read-out. inhibition, % at 4.98 µM. 0.26% of 220,000 active. AID 1510; in the data active means inhibition above about 29%;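 further: 0% = wells stimulated with agonist and 100% = vehicle wells without agonist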
CHOP inh = CHOP inhibition in unfolded protein response; CHO-K1 CHOP-promoter luciferase, tunicamycin-induced, 15-18 h; inhibition, % at 10 µM; 3.8% of 220,000 active;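 active means compounds that reduced the stress-induced luciferase reporter signal by more than about 70% of percent inhibition, limit read from the data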;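 further: 0% = tunicamycin plus vehicle and 100% = wells without tunicamycin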
NPY Y1 blocker = NPY-Y1 (human) receptor antagonism; HEK293-CNG Y1 cells, membrane potential fluorescence; NPY at EC95, then isoproterenol; P25929; AID 1040; inhibition, % at 3.6 µM; 1% of 200,000 active;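 active means inhibition above the campaign mean inhibition of all tested compounds plus 3 SD, cut at about 20% in these data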;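 further: 0% = DMSO wells given NPY plus isoproterenol and 100% = isoproterenol alone without NPY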
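Test system: HEK293 cells co-expressing NPY Y1 receptor and cyclic-nucleotide gated channel; Also added: NPY (25 nM), isoproterenol (1 µM), Ro 20-1724 (25 µM); Compound dosing: one concentration, 3.6 µM, in 0.4% DMSO; Timing: dye 3 h, compound 60 min room temperature, stimulation 45 min; Technique: Membrane-potential fluorescent dye readout.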
NPY2 pot ag = potentiators or agonists of human neuropeptide Y receptor Y2. cells expressing NPY-Y2, potentiator/agonist read-out. activation, % at 3.6 µM. 0.45% of 220,000 active; in the data active means activation above about 27%;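 further: cells stimulated with NPY near EC25 plus isoproterenol at EC100; 0% = vehicle plus submaximal agonist and 100% = vehicle plus saturating agonist; some results beyond the cut were filed as inactive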
Target sequence (P49146 whole entry, looked up): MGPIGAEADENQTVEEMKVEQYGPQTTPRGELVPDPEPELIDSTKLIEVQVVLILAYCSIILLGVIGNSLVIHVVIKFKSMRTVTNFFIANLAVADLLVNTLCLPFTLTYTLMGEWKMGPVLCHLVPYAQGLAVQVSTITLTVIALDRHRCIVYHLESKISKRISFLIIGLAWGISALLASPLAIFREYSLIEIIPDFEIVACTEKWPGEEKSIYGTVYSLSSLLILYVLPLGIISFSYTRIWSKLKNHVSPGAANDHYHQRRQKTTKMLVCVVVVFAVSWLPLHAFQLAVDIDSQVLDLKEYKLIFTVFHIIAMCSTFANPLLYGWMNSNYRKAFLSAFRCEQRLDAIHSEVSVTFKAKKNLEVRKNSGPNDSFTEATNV
The depositor's hits bear a star.

How did Cc1onc(-c2c(Cl)cccc2Cl)c1C(=O)N1C=CC(C(F)(F)F)=NCC1 do in these assays?
NPY1 pot ag: 9; p47phox inh: -3; Ba/F3 V617F tox: 0; S1P4 ag: -3.3; BaF3 tox: 4; S1P4 antag: -17; CHOP inh: 19; NPY Y1 blocker: 2; NPY2 pot ag: -4

How did O=C(Nc1ccc(Cl)cc1)c1cc2nc(-c3ccco3)cc(C(F)(F)F)n2n1 do in these assays?
NPY1 pot ag: -2; p47phox inh: -15; Ba/F3 V617F tox: 3; S1P4 ag: -1.6; BaF3 tox: 3; S1P4 antag: 1; CHOP inh: 22; NPY Y1 blocker: 0; NPY2 pot ag: 9

Results for Nc1nc(SCC(=O)NCC2CCCO2)[nH]c(=O)c1NC(=O)c1ccco1 (centres undefined) ?
NPY1 pot ag: -10; p47phox inh: -6; Ba/F3 V617F tox: 4; S1P4 ag: -1.3; BaF3 tox: 0; S1P4 antag: 6; CHOP inh: 5; NPY Y1 blocker: 7; NPY2 pot ag: -17

What do the screens show for `CC(=O)/C=C/n1c(=S)oc2ccccc21`?
NPY1 pot ag: -18; p47phox inh: -10; Ba/F3 V617F tox: 16; S1P4 ag: -1.8; BaF3 tox: 5; S1P4 antag: 6; CHOP inh: 106*; NPY Y1 blocker: 2; NPY2 pot ag: -3

How did O=C(N/N=C/c1cccnc1)c1ccc2c(c1)OCCO2 do in these assays?
NPY1 pot ag: -19; p47phox inh: 12; Ba/F3 V617F tox: 5; S1P4 ag: 0.4; BaF3 tox: 7; S1P4 antag: 1; CHOP inh: 25; NPY Y1 blocker: 5; NPY2 pot ag: 0

What do the screens show for `N#Cc1cc(S(=O)(=O)c2ccc(Cl)cc2)c(N)[nH]c1=O`?
NPY1 pot ag: -14; p47phox inh: -10; Ba/F3 V617F tox: -3; S1P4 ag: 2.6; BaF3 tox: 3; S1P4 antag: -6; CHOP inh: 8; NPY Y1 blocker: 5; NPY2 pot ag: 54*

How did CCS(=O)(=O)c1cc([N+](=O)[O-])c(Sc2ccccc2N)s1 do in these assays?
NPY1 pot ag: -5; p47phox inh: 11; Ba/F3 V617F tox: -1; S1P4 ag: 0.6; BaF3 tox: 1; S1P4 antag: 16; CHOP inh: 0; NPY2 pot ag: -21

What do the screens show for `COc1cc2c(C)nc3c(c(C)nn3-c3ccccc3)c2cc1OC`?
NPY1 pot ag: -7; p47phox inh: -6; Ba/F3 V617F tox: -1; S1P4 ag: -1.7; BaF3 tox: 3; S1P4 antag: -7; CHOP inh: -9; NPY Y1 blocker: 3; NPY2 pot ag: 1

Results for CC(=O)Nc1cc(C)c2nc(NC(C)=O)sc2c1 ?
NPY1 pot ag: 16; p47phox inh: -15; Ba/F3 V617F tox: 4; S1P4 ag: 0.4; BaF3 tox: -5; S1P4 antag: -3; CHOP inh: -27; NPY2 pot ag: 6

What do the screens show for `CCOc1ccccc1NC(=O)C1Cc2ccccc2CN1S(C)(=O)=O` (centres undefined)?
NPY1 pot ag: 20; p47phox inh: -9; Ba/F3 V617F tox: -1; S1P4 ag: -0.9; BaF3 tox: 4; S1P4 antag: -15; CHOP inh: 23; NPY Y1 blocker: -2; NPY2 pot ag: -4

How did CNS(=O)(=O)c1cccc(C(=O)OCC(=O)N2c3ccccc3CC2C)c1 (centres undefined) do in these assays?
NPY1 pot ag: 7; p47phox inh: -8; Ba/F3 V617F tox: 2; S1P4 ag: 1.7; BaF3 tox: 6; S1P4 antag: -17; CHOP inh: 18; NPY Y1 blocker: -6; NPY2 pot ag: 2

What do the screens show for `CCN(CC)S(=O)(=O)c1ccc(C2=NOC3(C2)N(C)c2ccccc2C3(C)C)cc1` (centres undefined)?
NPY1 pot ag: 13; p47phox inh: -15; Ba/F3 V617F tox: -2; S1P4 ag: 0.2; BaF3 tox: 7; S1P4 antag: -8; CHOP inh: 23; NPY Y1 blocker: 5; NPY2 pot ag: 4

How did Cc1ccc(-c2nnc(SCC#CCOC(=O)c3ccco3)o2)cc1 do in these assays?
NPY1 pot ag: -4; p47phox inh: -19; Ba/F3 V617F tox: -2; S1P4 ag: 0.5; BaF3 tox: 0; S1P4 antag: 4; CHOP inh: 10; NPY Y1 blocker: -1; NPY2 pot ag: 5

How did Cc1cc(NC(=O)c2cc(C3CC3)on2)no1 do in these assays?
NPY1 pot ag: -19; p47phox inh: -5; Ba/F3 V617F tox: 1; S1P4 ag: -1.7; BaF3 tox: -2; S1P4 antag: 1; CHOP inh: -11; NPY Y1 blocker: -1; NPY2 pot ag: -38

What do the screens show for `CCOC(=O)c1[nH]c(C)c(CN(Cc2ccco2)C(=O)C(F)(F)F)c1C`?
NPY1 pot ag: 6; p47phox inh: -9; Ba/F3 V617F tox: 6; S1P4 ag: -3.1; BaF3 tox: 8; S1P4 antag: -28; CHOP inh: 45; NPY Y1 blocker: 1; NPY2 pot ag: -4

How did Cc1[nH]c2ccccc2c1/C=N/NC(=O)CNC(=O)c1ccccc1 do in these assays?
NPY1 pot ag: 1; p47phox inh: -14; Ba/F3 V617F tox: -3; S1P4 ag: -0.1; BaF3 tox: -1; S1P4 antag: 8; CHOP inh: 17; NPY2 pot ag: -16

How did CC1=NN(C(=O)Cc2ccc([N+](=O)[O-])cc2)C(O)(c2cccnc2)C1 (centres undefined) do in these assays?
NPY1 pot ag: -6; p47phox inh: -8; Ba/F3 V617F tox: 0; S1P4 ag: -1.0; BaF3 tox: 2; S1P4 antag: 5; CHOP inh: 17; NPY Y1 blocker: -1; NPY2 pot ag: -19

What do the screens show for `CCOc1ccc(NC(=O)CC2C(=O)N(C)C(=S)N2Cc2ccco2)cc1` (centres undefined)?
NPY1 pot ag: 3; p47phox inh: -14; Ba/F3 V617F tox: -1; S1P4 ag: -1.7; BaF3 tox: 5; S1P4 antag: 5; CHOP inh: 2; NPY Y1 blocker: -1; NPY2 pot ag: 11

How did COc1ccc(Cl)cc1C(=O)Nn1c(-c2cccs2)nc2ccccc2c1=O do in these assays?
NPY1 pot ag: 1; p47phox inh: -38; Ba/F3 V617F tox: 0; S1P4 ag: -1.1; BaF3 tox: 5; S1P4 antag: -1; CHOP inh: 42; NPY Y1 blocker: -1; NPY2 pot ag: 4

Results for Cc1cccc(Oc2c(C=O)c3ccccc3n2C)c1 ?
NPY1 pot ag: -9; p47phox inh: -13; Ba/F3 V617F tox: 0; S1P4 ag: -1.5; BaF3 tox: 0; S1P4 antag: -1; CHOP inh: 24; NPY Y1 blocker: 6; NPY2 pot ag: -6

Entries from the list above with fluorine, in the order listed:
How did Cc1onc(-c2c(Cl)cccc2Cl)c1C(=O)N1C=CC(C(F)(F)F)=NCC1 do in these assays?
NPY1 pot ag: 9; p47phox inh: -3; Ba/F3 V617F tox: 0; S1P4 ag: -3.3; BaF3 tox: 4; S1P4 antag: -17; CHOP inh: 19; NPY Y1 blocker: 2; NPY2 pot ag: -4

How did O=C(Nc1ccc(Cl)cc1)c1cc2nc(-c3ccco3)cc(C(F)(F)F)n2n1 do in these assays?
NPY1 pot ag: -2; p47phox inh: -15; Ba/F3 V617F tox: 3; S1P4 ag: -1.6; BaF3 tox: 3; S1P4 antag: 1; CHOP inh: 22; NPY Y1 blocker: 0; NPY2 pot ag: 9

What do the screens show for `CCOC(=O)c1[nH]c(C)c(CN(Cc2ccco2)C(=O)C(F)(F)F)c1C`?
NPY1 pot ag: 6; p47phox inh: -9; Ba/F3 V617F tox: 6; S1P4 ag: -3.1; BaF3 tox: 8; S1P4 antag: -28; CHOP inh: 45; NPY Y1 blocker: 1; NPY2 pot ag: -4

Other records follow.
How did CS(=O)(=O)N(CC(=O)Nc1ccc(S(=O)(=O)N2CCOCC2)cc1)c1ccccc1Cl do in these assays?
NPY1 pot ag: 10; p47phox inh: -2; Ba/F3 V617F tox: 6; S1P4 ag: 0.8; BaF3 tox: 2; S1P4 antag: 12; CHOP inh: -15; NPY Y1 blocker: -1; NPY2 pot ag: -8

Results for CSc1nc2c(c(=O)[nH]1)C(c1cccc(Cl)c1)CC(=O)N2 (centres undefined) ?
NPY1 pot ag: -9; p47phox inh: -15; Ba/F3 V617F tox: 2; S1P4 ag: -2.8; BaF3 tox: 6; S1P4 antag: -4; CHOP inh: -1; NPY Y1 blocker: 19; NPY2 pot ag: -13

How did CCOc1ccccc1NC(=S)NC(=O)CCCOc1ccc(Cl)cc1Cl do in these assays?
NPY1 pot ag: -23; p47phox inh: 1; Ba/F3 V617F tox: -5; S1P4 ag: 1.0; BaF3 tox: 2; S1P4 antag: -3; CHOP inh: 57; NPY Y1 blocker: 1; NPY2 pot ag: -6

Results for COc1ccccc1NC(=O)CCc1nc(-c2ccccc2F)no1 ?
NPY1 pot ag: -22; p47phox inh: 0; Ba/F3 V617F tox: -5; S1P4 ag: 0.3; BaF3 tox: -3; S1P4 antag: 0; CHOP inh: -6; NPY Y1 blocker: 16; NPY2 pot ag: -23

What do the screens show for `Nc1n[nH]c(-c2ccccc2[N+](=O)[O-])n1`?
NPY1 pot ag: -10; p47phox inh: 0; Ba/F3 V617F tox: -1; S1P4 ag: -1.8; BaF3 tox: -1; S1P4 antag: 3; CHOP inh: 31; NPY Y1 blocker: -2; NPY2 pot ag: 10

What do the screens show for `Cc1nc2ccc(S(=O)(=O)NC(C(=O)N3CCn4c3nc3ccccc34)C(C)C)cc2s1` (centres undefined)?
NPY1 pot ag: -4; p47phox inh: -10; Ba/F3 V617F tox: 0; S1P4 ag: -1.5; BaF3 tox: 4; S1P4 antag: -9; CHOP inh: 7; NPY Y1 blocker: -2; NPY2 pot ag: 12

How did Cc1ccc(NC(=O)c2ccccc2-c2cc(C)no2)cc1 do in these assays?
NPY1 pot ag: 9; p47phox inh: -5; Ba/F3 V617F tox: 3; S1P4 ag: -1.5; BaF3 tox: 9; S1P4 antag: 2; CHOP inh: -12; NPY Y1 blocker: -1; NPY2 pot ag: -17

How did Cc1cc(C)n(C2CCCCC2OC(=O)c2ccccc2F)n1 (centres undefined) do in these assays?
NPY1 pot ag: 5; p47phox inh: 6; Ba/F3 V617F tox: -3; S1P4 ag: 0.6; BaF3 tox: 0; S1P4 antag: -10; CHOP inh: -14; NPY Y1 blocker: 11; NPY2 pot ag: 13

Results for CCc1nnc(NC(=O)CSc2nc3cc(OC)c(OC)cc3cc2C)s1 ?
NPY1 pot ag: -1; p47phox inh: 4; Ba/F3 V617F tox: -3; S1P4 ag: -0.1; BaF3 tox: 4; S1P4 antag: -11; CHOP inh: 23; NPY Y1 blocker: 6; NPY2 pot ag: -6

How did Cc1cc(CN(C)C(=O)c2cc(COc3ccc(F)cc3Cl)on2)n[nH]1 do in these assays?
NPY1 pot ag: -11; p47phox inh: 1; Ba/F3 V617F tox: -1; S1P4 ag: 0.4; BaF3 tox: 11; S1P4 antag: -15; CHOP inh: 5; NPY Y1 blocker: -5; NPY2 pot ag: -12

Results for CCN1C(=O)C(O)(CC(=O)c2ccccn2)c2ccccc21 (centres undefined) ?
NPY1 pot ag: 9; p47phox inh: -7; Ba/F3 V617F tox: -7; S1P4 ag: -0.2; BaF3 tox: 0; S1P4 antag: -16; CHOP inh: 8; NPY Y1 blocker: -1; NPY2 pot ag: 6

What do the screens show for `COc1ccc(-c2csc(Nc3ccc(S(=O)(=O)Nc4cc(C)on4)cc3)n2)cc1C`?
NPY1 pot ag: 34; p47phox inh: -22; Ba/F3 V617F tox: 3; S1P4 ag: -1.2; BaF3 tox: 6; S1P4 antag: -1; CHOP inh: 36; NPY Y1 blocker: -6; NPY2 pot ag: 26

Screens: PubChem, several laboratories
